HP1b binding inh = HTS for Inhibitors of HP1-beta Chromodomain Interactions with Methylated Histone Tails | AID 540317, 2011 | 0.56% of 390,000 active | Potency, µM (top dose mostly 114 µM), for inactives: at the highest dose activity change, negative = inhibition, hits mostly inhibitors | AlphaScreen HP1-beta / biotin-H3K9me3 peptide binding | Chromobox protein homolog 1 (Homo sapiens), P83916; further: nearly all actives have a fitted effect of over 70% in size; inactives centre near 23
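Compound inhibition of the preformed complex between 50 nM HP1-beta and 50 nM biotinylated H3K9me3 peptide was read by AlphaScreen. Buffer was PBS pH 7.4 with 0.01% Tween-20. Incubations ran 30 min at room temperature, with 10 ug/mL donor/acceptor beads.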
ALOX12 inh = Primary qHTS assay for inhibitors of human arachidonate 12S-lipoxygenase (ALOX12): Round 2 | 1.1% of 580,000 active | purified 12hLO, xylenol orange hydroperoxide absorbance | Polyunsaturated fatty acid lipoxygenase ALOX12 (Homo sapiens), P18054 | Potency, µM (titrated, usually from 108 µM), for the others: at the highest dose activity change, negative = inhibition, actives largely listed as inhibitors | AID 1671190, 2021; further: on the % scale 0 is the no-effect control and ±100 the full control effect
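Hydroperoxide product was detected by ferrous iron/xylenol orange as the 573 to 405 nm absorbance ratio. Arachidonic acid at 40 uM (final) was turned over for 30 min at room temperature by 150 nM human 12hLO, pH 7.0 Hepes buffer, after 15 min compound preincubation.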
RGS4 inhibitor = Inhibitors of Regulator of G Protein Signaling (RGS) 4: qHTS; Regulator of G-protein signaling 4 (Homo sapiens), P49798; Transcreener GDP fluorescence polarization, RGS4-accelerated GTP hydrolysis; Potency, µM (series often up to 114 µM), for the others: top-dose activity change, negative = inhibition, hits mostly inhibitors; 0.039% of 390,000 active; further: on the % scale 0 is the no-effect control and ±100 the full control effect; nearly all actives have a fitted effect of over 75% in size; some results filed as inactive show a strong effect at the top dose
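MLSMR compounds (23 nl, pin-transferred) preincubated 10 min at room temperature with a 500nM (2x) first reagent, then RGS4 at 900nM (2x) plus Transcreener GDP mix added; fluorescence polarization (620/688 nm) read before and after 90 min at 30 °C.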
PGK inhibitor = qHTS Assay to Find Inhibitors of Phosphoglycerate Kinase; Phosphoglycerate kinase, glycosomal (Trypanosoma brucei brucei), P07378; PGK/GAPDH coupled, Kinase-Glo luminescence, 60 min; Potency, µM (doses to about 57.5 µM), without a hit: at the highest dose activity change, negative = inhibition, usual class: inhibitors; 0.043% of 380,000 active; AID 602233, 2012; further: on the % scale 0 is the no-effect control and ±100 the full control effect; nearly all actives have a fitted effect of over 60% in size
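Luminescent ATP detection (Kinase-Glo Plus) follows a 60-minute room-temperature incubation, with wells lacking PGK as controls. Buffer: 100 mM TEA (pH 7.6), 5 mM MgCl2, 0.01% Tween-20. Coupling enzyme GAPDH (100 nM final) supplies unstable 1,3-BPG in-well.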
TrxR1 inh = qHTS Assay for Inhibitors of Mammalian Selenoprotein Thioredoxin Reductase 1 (TrxR1): qHTS. 1% of 390,000 active. recombinant rTrxR1, NADPH fluorescence consumption, selenite substrate. Thioredoxin reductase 1, cytoplasmic (Rattus norvegicus), O89049. Potency, µM (titrated, usually from 114 µM), for inactives: at the top dose activity change, negative = inhibition, usual class: inhibitors; further: on the % scale 0 is the no-effect control and ±100 the full control effect; nearly all actives have a fitted effect of over 65% in size
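Rat TrxR1 (90 nM in the dispensed reagent) was pre-reduced with 400 uM NADPH for 5 min at room temperature, then incubated with compound for 15 min. After 400 uM selenite was added, NADPH fluorescence (Ex 340/Em 450 nm) was followed for 8 min.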
ERG-DNA inh = qHTS for Small Molecule Inhibitors of the ERG Ets/DNA interaction; fluorescence polarization, His-ERG Ets domain / labelled DNA; Potency, µM (doses to about 76.9 µM), inactives show at the highest dose FP activity, negative = inhibition, most hits filed as inhibitors; 0.028% of 370,000 active; AID 624246, 2012; Transcriptional regulator ERG (Homo sapiens), P11308; active means well fitted inhibition curve with a large enough effect in the polarisation, with a control signal flat; inconclusive means small, poorly fitted or top-dose-only effect, or effect the other way, or a change in a side signal; inactive means no such curve, though single readings can be large or run the other way; the % refers to the polarisation;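 further: polarization taken with two DNA probes labelled with fluorescein and Texas red; % of control where 0% means no effect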
Target sequence (P11308 whole entry, looked up, the tested form may be a part): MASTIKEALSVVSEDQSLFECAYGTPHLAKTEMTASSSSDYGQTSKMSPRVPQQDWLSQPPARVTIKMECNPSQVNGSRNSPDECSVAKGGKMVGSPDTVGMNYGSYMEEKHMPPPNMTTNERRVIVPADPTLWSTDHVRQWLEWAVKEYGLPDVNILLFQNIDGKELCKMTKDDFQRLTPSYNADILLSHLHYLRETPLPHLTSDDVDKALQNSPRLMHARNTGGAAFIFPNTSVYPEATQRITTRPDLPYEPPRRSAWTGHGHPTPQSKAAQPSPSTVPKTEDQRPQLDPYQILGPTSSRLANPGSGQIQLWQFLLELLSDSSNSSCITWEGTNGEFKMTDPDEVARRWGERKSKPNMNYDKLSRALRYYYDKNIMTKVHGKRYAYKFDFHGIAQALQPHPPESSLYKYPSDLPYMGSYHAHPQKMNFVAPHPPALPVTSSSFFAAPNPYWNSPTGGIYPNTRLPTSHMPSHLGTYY
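His-tagged ERG Ets domain (1 uM in the protein solution; 300mM KCl, 50mM Tris-HCl, 1mM EDTA, 1mM DTT, pH 7.5) received compound, then a probe mix of 5 nM fluorescein-DNA and 100nM Texas-615-DNA. Fluorescence polarization was read for both dyes.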
JMJD2A Tudor inh = qHTS Assay for Inhibitors of JMJD2A-Tudor Domain | AlphaScreen JMJD2A-Tudor / H3K4me3 peptide binding | Potency, µM (highest dose often 114 µM), without a hit: at the highest dose activity change, negative = inhibition, hits mostly inhibitors | 4.4% of 390,000 active | AID 504339, 2011; further: on the % scale 0 is the no-effect control and ±100 the full control effect; nearly all actives have a fitted effect of over 50% in size
Pin1 inh = qHTS Assay to Find Inhibitors of Pin1; Peptidyl-prolyl cis-trans isomerase NIMA-interacting 1 (Homo sapiens), Q13526; Pin1 FP peptide displacement, HiFluor488, 10 min; Potency, µM (highest dose often 115 µM), for inactives: at the top dose activity, negative = inhibition, hits mostly inhibitors; 0.009% of 390,000 active; active means well fitted inhibition curve with a large enough effect in the polarisation, with a control signal flat, not every such curve was filed as active; inconclusive means small, poorly fitted or top-dose-only effect, or effect the other way, or a change in a side signal; inactive means no such curve, though single readings can be large or run the other way; the % refers to the polarisation; further: on the % scale 0 is the no-effect control and ±100 the full control effect
GLS inhibitor = qHTS for Inhibitors of Glutaminase (GLS); Glutaminase kidney isoform, mitochondrial (Homo sapiens), O94925; GLS enzymatic activity, qHTS titration; Potency, µM (top dose mostly 45.5 µM), for inactives: top-dose activity change, negative = inhibition, actives largely listed as inhibitors; 0.21% of 410,000 active; AID 624170, 2012; further: on the % scale 0 is the no-effect control and ±100 the full control effect
Target sequence (O94925 whole entry, looked up, canonical isoform): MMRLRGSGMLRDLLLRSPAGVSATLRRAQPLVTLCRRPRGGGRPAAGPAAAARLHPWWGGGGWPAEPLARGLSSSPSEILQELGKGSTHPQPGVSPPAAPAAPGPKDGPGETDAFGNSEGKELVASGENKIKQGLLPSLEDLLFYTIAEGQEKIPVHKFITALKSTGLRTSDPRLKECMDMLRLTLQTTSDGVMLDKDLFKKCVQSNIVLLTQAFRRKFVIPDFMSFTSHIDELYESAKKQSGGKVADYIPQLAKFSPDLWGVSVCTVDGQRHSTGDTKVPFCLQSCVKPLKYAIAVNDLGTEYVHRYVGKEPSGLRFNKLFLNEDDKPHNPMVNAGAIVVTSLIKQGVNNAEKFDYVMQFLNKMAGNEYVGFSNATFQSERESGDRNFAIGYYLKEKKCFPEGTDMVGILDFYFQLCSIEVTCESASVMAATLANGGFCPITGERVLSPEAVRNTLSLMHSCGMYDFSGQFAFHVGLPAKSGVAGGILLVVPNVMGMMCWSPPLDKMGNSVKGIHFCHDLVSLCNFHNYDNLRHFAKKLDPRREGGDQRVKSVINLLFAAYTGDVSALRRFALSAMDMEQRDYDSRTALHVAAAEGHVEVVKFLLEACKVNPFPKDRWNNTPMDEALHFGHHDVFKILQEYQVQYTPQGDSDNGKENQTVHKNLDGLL
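hKGA in 45 mM KH2PO4 (pH 8.2), 0.02% Tween-20 with compound, then 1mM L-Glutamine (stock as added) plus glutamate oxidase/HRP/Amplex red coupling mix. Fluorescence read initially and after 30 min at RT; signal change reflects glutamate formation.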
Starred values were filed as active, the others as inactive; i = inactive; ? = inconclusive; nt = not tested or not shown; & = joins results of further samples; [ ] = dose if it differs, or a comment. Unless noted, the call rests on the fitted dose curve; in most records, active means well fitted curve in the direction sought with a large enough effect; inconclusive means small, poorly fitted or top-dose-only effect, or another doubt; inactive means no such curve, though single readings can be large; an effect the other way counts as inactive or inconclusive. Potency means the concentration at half of the fitted maximal effect. Not all compounds are listed. The share of hits here may be higher or lower than overall.

SMILES	HP1b binding inh	ALOX12 inh	RGS4 inhibitor	PGK inhibitor	TrxR1 inh	ERG-DNA inh	JMJD2A Tudor inh	Pin1 inh	GLS inhibitor
Cc1cccc(N2NC(=O)/C(=C/c3ccc(-c4ccc(Cl)c(C(=O)O)c4)o3)C2=O)c1	?	?	13%	?	-3%[57.1 µM]	0%	?	?	22%
CCCCc1c(C)[nH]c(C(=O)OCC)c1C	-4%	-6%	35%	-1%	24%[57.1 µM]	-11%	-8%	2%	-15%
O=C(NNC1CC(=O)N(c2ccc3c(c2)OCCO3)C1=O)c1ccc(Cl)cc1 (centres undefined)	49%[activator]	-14%	-5%	-5%	3%	6%	-13%	0%	-6%
CCC(C)(C(=O)NC1CCCC1)N(Cc1cccs1)C(=O)c1ccc2c(c1)OCO2 (centres undefined)	1%	-3%&0%	11%	-2%	21%	15%	-19%	12%	11%
O=C(COS(=O)c1ccccc1)Nc1cc(Cl)ccc1N1CCOCC1 (centres undefined)	16%	-8%	13%	nt	12%	6%	-16%	3%	1%
CCC(C)Sc1nc2c(cnn2-c2ccccc2)c(=O)[nH]1 (centres undefined)	40%[activator]	-2%	-2%	i	7%	16%	-13%	-5%	1%
CCCCS(=O)(=O)c1oc(-c2ccc(F)cc2)nc1S(=O)(=O)c1ccccc1	54%[activator]	-3%	-11%	-5%	1.1µM*	-1%	-5%	nt	5%
CC(C)C(CCNC1CCN(C)CC1)c1ccc(Cl)cc1 (centres undefined)	-26%	?	4%	-4%	7%	-3%	56µM*	-7%	-2%
CC1(C)Cc2nc(-c3ccccc3)nc(NNC(=O)c3ccco3)c2CO1	12%	196%[activator]	22%	-7%	9%[57.1 µM]	-9%	-5%	6%	?
C=C1CCN([C@H](C(=O)NCc2ccc(Cl)cc2)C(C)C)S(=O)(=O)c2ccccc21	52%[activator]	?	-16%	-3%	14%	6%	1%	7%	-7%
COC(=O)c1cc(NS(=O)(=O)c2ccc(NCc3cccnc3)c([N+](=O)[O-])c2)cc(C(=O)OC)c1	16%	11%	-28%	8%	?	-7%	-12%	6%	12%
Cc1ccc(NCC(O)Cn2cnc3c2c(=O)n(C)c(=O)n3C)cc1 (centres undefined)	12%	104%[activator]	9%	3%	-3%[57.1 µM]	0%	-12%	6%	0%
Cn1cnc2nc[nH]c2c1=O	i	8%	22%	4%	-6%[57.1 µM]	-4%	-11%	10%	3%
C[C@@H]1CN([C@@H](C)CO)C(=O)c2cccc(NS(C)(=O)=O)c2O[C@H]1CN(C)CC1CCCCC1	8%	2%	14%	-2%	11%[57.1 µM]	-5%	?	-1%	0%
CO/N=C\CC(=O)Nc1ccc(Cl)cc1Cl	3%	-3%	?	i	24%[57.1 µM]	4%	14µM*	0%	?
Cc1ccc(C(=O)NCCNC(=O)c2ccco2)cc1C	15%	-16%	7%	-4%	7%	5%	-8%	-4%	-8%
O=C(O)CSc1nc2c(cnn2-c2ccccc2)c(=O)n1-c1ccc(Br)cc1	26%	-17%	0%	i	21%[57.1 µM]	-9%	-20%	2%	-4%
COc1cccc(C(=O)/C=C/c2ccc(OCC#N)c(OC)c2)c1	16%	-4%	?	1%	-30%	0%	-28%	10%	-2%
Cn1c(C(=O)NCCN2CCOCC2)cc2c(=O)n(C)c3ccccc3c21	52%[activator]	375%[activator]	-10%	0%	2%[57.1 µM]	1%	-17%	-8%	13%
Cc1ccc(C)c(OCc2cc(C(=O)N(C)Cc3ccccn3)no2)c1	41%[activator]	-15%	4%	-7%	12%	-6%	-9%	1%	2%
O=C(Nc1ccc(S(=O)(=O)NC2CCCCC2)cc1)c1ccc(Br)o1	21%	-13%	12%	nt	7%	-5%	-16%	?	-10%
CCCCn1c(N)c(N(CC)C(=O)CN2C(=O)NC(C)(c3ccccc3)C2=O)c(=O)[nH]c1=O (centres undefined)	7%	0%	18%	-10%	1%	4%	-18%	-5%	-6%
Cc1cc(C)c(C(=O)N2CCCC(Nc3ccc(F)cc3)C2)o1 (centres undefined)	4%	9%	-9%	1%	12%	-5%	-26%	0%	11%
O=S(=O)(c1ccc2ccccc2c1)N1CCN(c2ccc(O)cc2)CC1	?	?	-7%	0%	16%	2%	35µM*	-2%	14%
COc1ccccc1OCCC(=O)OCC(=O)c1[nH]c(C)c(C(C)=O)c1C	40%[activator]	2%	9%[56.9 µM]	2%	-7%[57.1 µM]	-4%	-18%	0%	-4%
Other entries.
SMILES	HP1b binding inh	ALOX12 inh	RGS4 inhibitor	PGK inhibitor	TrxR1 inh	ERG-DNA inh	JMJD2A Tudor inh	Pin1 inh	GLS inhibitor
CC(C)(C)NC(=O)CN(C(=O)CCC(=O)Nc1nccs1)c1ccc(F)c(Cl)c1	17%	-51%	7%[56.9 µM]	-5%	-8%	2%	-10%	-6%	16%
C=CC[n+]1c(-c2ccc(OC)c(OC)c2)csc1NNC(=O)Nc1ccccc1	?	-10%	-54%	1%	19%	nt	?	?	23%
COc1cc(C(=O)O)ccc1OCc1ccncc1	31%	-16%	-10%	-12%	23%	11%	1%	-11%	-22%
COc1cc2sc3cc(NCC[C@@H]4CCCN4C)ccc3c(=O)c2cc1OC	8%	12%	-45%	3%	-17%	-5%	-31%	-1%	9%
CCOc1ccc(NC(=O)CCc2c(C)nc3c4c(C)cc(C)nc4nn3c2C)cc1	73%[activator]	0%	-20%	-3%	27%	-5%	-14%	-6%	-6%
Cc1ccc([C@@H]2[C@@H]3C(=O)N(c4ccccc4)C(=O)[C@@H]3[C@]3(C)C(=O)N(CC4CC4)CC(=O)N23)o1	47%[activator]	-2%	-4%	-3%	-21%	-3%	-4%	-1%	3%
COc1ccc(/C=C(\NC(=O)/C=C/c2ccco2)C(=O)NCCc2nc3ccccc3[nH]2)cc1	?	-5%	-10%	-2%	?	3%	?	?	2%
COc1cc(OC)cc(C(=O)Nn2cc(C(=O)Nc3c(F)cccc3F)c3ccccc3c2=O)c1	11%	-11%	14%	-1%	13%	18%	-22%	25%	9%
Nc1nnc(SCc2cn3cc(Cl)ccc3n2)s1	34%	-7%	24%	0%	14%	-15%	0%	2%	0%
CC1(C)Cc2c(c(-c3ccco3)nc3sc4c(NCC5CCCO5)ncnc4c23)CO1 (centres undefined)	4%	?	-46%	-1%	?	7%	?	?	-12%
CCn1c(SCC(=O)Nc2ccc(C)cc2Br)nnc1-c1nonc1NC(C)=O	57%[activator]	0%	22%	15%	-4%	-3%	-17%	1%	5%
Nc1ccc(C(=O)Nc2ccc3nc(-c4ccncc4)[nH]c3c2)cc1	26%	-16%	-19%	i	-21%	6%	-24%	3%	7%
CCOC(=O)C1CCN(C(=O)C(C)Oc2ccc(Br)cc2)CC1 (centres undefined)	54%[activator]	?	8%	-5%	39%[activator][57.1 µM]	6%	-13%	?	12%

2 compounds drawn at random from the list so far, as already listed:
SMILES	HP1b binding inh	ALOX12 inh	RGS4 inhibitor	PGK inhibitor	TrxR1 inh	ERG-DNA inh	JMJD2A Tudor inh	Pin1 inh	GLS inhibitor
Cc1ccc(C(=O)NCCNC(=O)c2ccco2)cc1C	15%	-16%	7%	-4%	7%	5%	-8%	-4%	-8%
CCC(C)(C(=O)NC1CCCC1)N(Cc1cccs1)C(=O)c1ccc2c(c1)OCO2 (centres undefined)	1%	-3%&0%	11%	-2%	21%	15%	-19%	12%	11%

Given bar-delimited: 7 of the compounds above
Structure | HP1b binding inh | ALOX12 inh | RGS4 inhibitor | PGK inhibitor | TrxR1 inh | ERG-DNA inh | JMJD2A Tudor inh | Pin1 inh | GLS inhibitor
Cc1ccc([C@@H]2[C@@H]3C(=O)N(c4ccccc4)C(=O)[C@@H]3[C@]3(C)C(=O)N(CC4CC4)CC(=O)N23)o1 | 47%[activator] | -2% | -4% | -3% | -21% | -3% | -4% | -1% | 3%
COc1ccc(/C=C(\NC(=O)/C=C/c2ccco2)C(=O)NCCc2nc3ccccc3[nH]2)cc1 | ? | -5% | -10% | -2% | ? | 3% | ? | ? | 2%
COc1cc(OC)cc(C(=O)Nn2cc(C(=O)Nc3c(F)cccc3F)c3ccccc3c2=O)c1 | 11% | -11% | 14% | -1% | 13% | 18% | -22% | 25% | 9%
Nc1nnc(SCc2cn3cc(Cl)ccc3n2)s1 | 34% | -7% | 24% | 0% | 14% | -15% | 0% | 2% | 0%
CC1(C)Cc2c(c(-c3ccco3)nc3sc4c(NCC5CCCO5)ncnc4c23)CO1 (centres undefined) | 4% | ? | -46% | -1% | ? | 7% | ? | ? | -12%
CCn1c(SCC(=O)Nc2ccc(C)cc2Br)nnc1-c1nonc1NC(C)=O | 57%[activator] | 0% | 22% | 15% | -4% | -3% | -17% | 1% | 5%
Nc1ccc(C(=O)Nc2ccc3nc(-c4ccncc4)[nH]c3c2)cc1 | 26% | -16% | -19% | i | -21% | 6% | -24% | 3% | 7%

Screening data from PubChem BioAssay.
